# Screens deposited in PubChem BioAssay by The Scripps Research Institute Molecular Screening Center.
# PREPL inhibitor – human PREPL enzyme inhibition. recombinant PREPL, fluorescence polarization activity-based probe. inhibition, % at 5.96 µM. 0.68% of 320,000 active; in the data active = inhibition above about 43%;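 also: 0% = enzyme with DMSO and 100% = wells lacking enzyme; many of its hits are not listed in these tables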
# EBNA-1 inh – blocks EBNA-1 binding to DNA | EBNA-1 DNA binding, fluorescence polarization | inhibition, % at 14.8 µM | 0.34% of 300,000 active; in the data active = inhibition above about 28%
# PAFAH2 inh – inhibitors of human PAFAH2; Q99487; recombinant PAFAH2, FP-rhodamine activity probe, fluorescence polarization; inhibition, % at 3.39 µM; 0.99% of 340,000 active; AID 492956;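 active = inhibition above the mean over all tested compounds plus 3 SD, cut at about 30% in these data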;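 also: inhibitors block probe labeling of enzyme so polarization drops; 0% = enzyme with DMSO and 100% = wells lacking PAFAH2 protein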
# PAFAH1B2 inh – PAFAH1B2 (human) inhibition | P68402 | recombinant PAFAH1B2, FP-rhodamine activity probe, fluorescence polarization | inhibition, % at 3.39 µM | 1.2% of 340,000 active;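 active = inhibition above the mean of all tested compounds plus 3 SD, cut at about 24% in these data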;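 also: 0% = enzyme with DMSO and 100% = wells lacking PAFAH1B2; many of its hits are not listed in these tables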
# LYPLA2 counter – LYPLA2 (human) inhibition in PME1 counter-screen; AID 2177; recombinant LYPLA2, FP-Rh probe fluorescence polarization; O95372; inhibition, % at 5.9 µM; 0.38% of 320,000 active;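 active = inhibition above the screen-wide mean plus 3 SD, limit set per campaign, cut at about 26% in these data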;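 also: 0% = LYPLA2 with DMSO and 100% = wells lacking LYPLA2 enzyme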
# Target sequence (O95372 whole entry, looked up): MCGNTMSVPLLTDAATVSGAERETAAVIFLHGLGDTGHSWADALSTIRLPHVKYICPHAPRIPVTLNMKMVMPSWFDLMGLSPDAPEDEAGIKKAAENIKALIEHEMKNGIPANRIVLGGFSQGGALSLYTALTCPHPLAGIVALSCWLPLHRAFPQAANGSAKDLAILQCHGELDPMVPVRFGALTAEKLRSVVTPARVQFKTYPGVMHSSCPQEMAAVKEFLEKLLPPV
# LYPLA1 counter – LYPLA1 (human) inhibition in PME1 counter-screen | 0.16% of 320,000 active | recombinant LYPLA1, FP-Rh probe fluorescence polarization | inhibition, % at 5.9 µM | O75608;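 active = inhibition above the mean of all tested compounds plus 3 SD, set per campaign, cut at about 14% in these data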;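 also: inhibitors block serine hydrolase probe labeling of LYPLA1 so polarization falls; 0% = enzyme with DMSO and 100% = wells lacking LYPLA1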
# PAFAH1B3 FP inh – blocks human PAF acetylhydrolase 1B catalytic subunit 3; Q15102; recombinant PAFAH1B3, FP-rhodamine probe, fluorescence polarization; inhibition, % at 3.39 µM; 0.28% of 340,000 active; AID 492972;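 active = inhibition above the screen-wide average of all tested compounds plus 3 SD, cut at about 25% in these data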;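 also: 0% = enzyme with DMSO only and 100% = wells lacking PAFAH1B3 protein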
# ZTA counter – counter-screen for EBNA-1 inhibitors: inhibitors of Epstein-Barr virus ZTA | 0.15% of 320,000 active | inhibition, % at 11 µM | ZTA-DNA binding, fluorescence polarization; in the data active = inhibition above about 33%
# Target sequence (P03206 whole entry, looked up): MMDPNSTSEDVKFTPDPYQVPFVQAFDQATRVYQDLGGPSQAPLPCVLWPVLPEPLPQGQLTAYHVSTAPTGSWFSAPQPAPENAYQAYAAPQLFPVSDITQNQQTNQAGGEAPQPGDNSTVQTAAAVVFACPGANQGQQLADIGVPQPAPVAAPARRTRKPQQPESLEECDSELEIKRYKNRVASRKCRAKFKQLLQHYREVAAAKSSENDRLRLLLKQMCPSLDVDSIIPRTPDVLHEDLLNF
# pPAFAH FP inh – inhibitors of human plasma PAF acetylhydrolase (pPAFAH) | recombinant pPAFAH, FP-rhodamine probe fluorescence polarization | inhibition, % at 3.39 µM | AID 463082 | Q13093 | 1.5% of 330,000 active;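 active = inhibition above the mean inhibition across the screen plus 3 SD, cut at about 25% in these data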;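 also: inhibitors block binding of the rhodamine activity-based probe so polarization drops; 0% = enzyme with DMSO and 100% = wells lacking pPAFAH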
# Target sequence (Q13093 whole entry, looked up): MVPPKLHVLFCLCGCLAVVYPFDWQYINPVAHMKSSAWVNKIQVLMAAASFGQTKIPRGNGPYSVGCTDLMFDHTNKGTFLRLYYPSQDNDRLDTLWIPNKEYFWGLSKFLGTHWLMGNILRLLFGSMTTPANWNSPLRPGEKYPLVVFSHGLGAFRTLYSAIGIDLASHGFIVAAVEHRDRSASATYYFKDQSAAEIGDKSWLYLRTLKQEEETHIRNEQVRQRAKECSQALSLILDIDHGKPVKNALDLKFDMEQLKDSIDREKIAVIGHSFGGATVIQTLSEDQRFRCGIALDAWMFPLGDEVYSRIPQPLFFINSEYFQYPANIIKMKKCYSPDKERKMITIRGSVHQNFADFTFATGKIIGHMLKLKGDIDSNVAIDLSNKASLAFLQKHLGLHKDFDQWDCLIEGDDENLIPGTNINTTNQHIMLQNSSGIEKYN
# * = called active by the depositor; x = no result given.
SMILES,PREPL inhibitor,EBNA-1 inh,PAFAH2 inh,PAFAH1B2 inh,LYPLA2 counter,LYPLA1 counter,PAFAH1B3 FP inh,ZTA counter,pPAFAH FP inh
COCC(C)NC(=O)c1nn(Cc2ccccc2)c(=O)c2ccccc12 (centres undefined),5.9,9.8,-8.8,5.4,3.2,3.1,3.2,2.2,-0.7
Cn1c(SCC(=O)N2c3ccccc3Sc3ccccc32)nc2ccccc21,-21.3,7.8,-5.0,0.5,1.6,-2.1,6.0,5.8,-1.2
CCC(=O)Nc1cc(OC)c(NC(=O)c2ccccc2)cc1OC,2.2,4.1,-6.5,-4.6,7.0,1.0,-7.0,-1.4,-0.1
CCCn1nc(C(=O)Nc2nnc(C3CC3)s2)c2ccccc2c1=O,9.4,x,-5.5,2.2,7.8,0.2,1.4,2.7,-0.1
COC(=O)c1sc(N)c(C(=O)OC)c1COC(=O)CNS(=O)(=O)c1cccc(C#N)c1,14.6,15.0,1.8,-2.9,2.1,-3.1,-4.6,16.9,5.8
C=CCNc1nnc(SC2CC(=O)N(c3ccc(OCCC)cc3)C2=O)s1 (centres undefined),12.2,4.7,-3.8,-2.9,-2.5,-2.1,2.5,7.3,4.4
Cc1csc(NC(=O)c2cncc(Br)c2)n1,-1.2,5.8,2.6,0.8,-3.3,1.1,2.7,2.5,1.7
O=C(Nc1nc(-c2ccco2)c(-c2ccco2)s1)C1CCC1,13.1,1.2,5.2,-3.6,-5.1,-3.4,3.8,13.0,27.7*
Cc1ccccc1S(=O)(=O)Cc1ccc(C(=O)NCc2ccco2)o1,-1.8,-0.7,0.7,6.5,5.2,-2.4,2.2,8.3,8.9
COc1ccc(NC(=O)CSc2nnc(C)n2C2CCCCC2)cc1,-0.2,4.5,7.0,7.4,-4.6,0.8,3.6,14.1,-0.6
O=C(OCC(O)COC(=O)c1cccnc1)c1cccnc1,9.7,-1.6,-7.0,4.3,2.1,1.2,16.5,-9.8,2.8
CCCCN=c1sc(C(=O)OC)cc(=O)n1CCCC,10.3,-13.5,-2.9,4.8,2.8,2.5,-0.9,-18.3,9.1
CCn1c2ccc(OC)cc2c2nc3ccccc3nc21,9.3,10.9,x,x,2.7,2.4,x,9.0,5.2
CCC(C)[C@H](NC(=O)Nc1ccc2c(c1)OCCO2)C(=O)OC (some centres undefined),-10.4,-7.4,0.7,0.6,5.9,2.1,3.7,-7.2,0.7
Cc1ccc(N2CCCC2=O)cc1S(=O)(=O)N1CCOCC1,-0.8,1.5,2.8,2.3,-11.5,-5.4,10.2,9.3,-3.5
O=C(COC(=O)COc1cccc(Br)c1)NCc1ccc2c(c1)OCO2,-2.5,x,2.6,6.3,x,x,12.8,x,17.3
CC(/C=C/c1ccc2c(c1)OCO2)=N/NC(=O)c1cccnc1,6.6,-2.8,4.4,3.8,2.7,-0.1,6.3,-8.7,10.1
COc1ccc([C@@H]2C[C@H](c3ccccc3)Oc3cc(OC)c(OC)c(OC)c32)cc1,16.8,11.2,2.6,1.8,4.6,1.3,-2.4,4.0,3.5
O=C(CSc1ccc(-c2ccccn2)nn1)NCc1ccccc1,14.8,3.7,-0.7,3.1,-6.7,2.3,1.6,-0.1,-3.2
O=C(COc1ccc(S(=O)(=O)N2CCCC2)cc1Cl)Nc1ccc2c(c1)OCO2,15.3,0.0,1.7,-0.5,5.9,4.0,-2.1,-10.9,1.1
COc1ccc(C(=O)Nc2ccc(O)c3ccccc23)cc1,18.9,-14.0,8.0,4.6,5.3,1.6,2.6,-9.6,8.9
COCCn1c(SCC(=O)Nc2sccc2C(N)=O)nnc1-c1ccncc1,11.2,0.0,8.5,3.1,2.2,-3.7,3.5,0.1,4.2
CCOc1ccc(OCCCC(=O)O)cc1,5.9,1.1,6.2,3.2,2.1,-1.0,-2.1,-2.2,9.7
COc1ccc(NC(=O)C2=NNC(=O)CC2)cc1S(=O)(=O)N1CCCCC1,11.4,-1.0,0.7,0.1,11.7,-0.2,7.0,-4.0,-2.4
CCN(c1cccc(C)c1)S(=O)(=O)c1cn(CC(=O)OC)c2ccc([N+](=O)[O-])cc12,17.2,-20.0,1.4,1.6,-2.9,-0.8,4.4,-17.1,2.8
# Remaining list, next part
SMILES,PREPL inhibitor,EBNA-1 inh,PAFAH2 inh,PAFAH1B2 inh,LYPLA2 counter,LYPLA1 counter,PAFAH1B3 FP inh,ZTA counter,pPAFAH FP inh
O=C(CN1C(=O)NC2(CCCc3ccccc32)C1=O)Nc1cccc(S(=O)(=O)N2CCCCC2)c1 (centres undefined),-1.3,5.0,-4.3,1.1,-5.7,-7.8,2.9,2.2,7.3
CC1=C(C(=O)OC2CCCCC2)C(c2ccccc2)NC(=O)N1 (centres undefined),3.8,-7.5,-6.2,13.9,5.6,0.9,8.8,-22.4,3.9
O=C(COc1ccccc1)Nc1ccc(CSc2ccccc2)cc1,-1.2,-2.8,-4.4,-1.2,-4.7,-2.6,8.0,8.8,3.6
Cc1cc(=O)[nH]c2nnc(-c3ccc(Cl)cc3)n12,-0.8,-12.9,15.9,13.2,1.8,-4.8,4.8,0.7,7.3
CC(C)N(CC(O)COc1ccc(CC(N)=O)cc1)CC(O)COc1ccc(CC(N)=O)cc1 (centres undefined),8.0,12.6,-1.2,0.0,-0.7,0.7,2.9,10.2,7.7
Cc1onc(-c2ccccc2Cl)c1C(=O)NC(=S)Nc1ccccc1C(N)=O,3.8,9.4,0.5,1.4,8.1,-2.2,5.5,-9.7,4.1
COc1ccc(C2NC(=O)c3ccccc3O2)cc1OC (centres undefined),3.0,-6.8,-5.2,1.5,4.0,1.1,11.8,-6.7,0.8
CCCn1c(SC/C(O)=C(\C#N)c2nc3ccccc3[nH]2)n[nH]c1=O,16.4,3.8,1.6,6.3,0.8,-3.3,1.9,5.5,4.8
O=C(Nc1ccc(Cl)cn1)Nc1ccc(Cl)cn1,10.9,-6.2,-0.2,3.2,2.7,0.6,14.5,-14.6,0.1
O=C(/C=C/c1ccc(OCCCF)cc1)Nc1ccnc(-c2cccnc2)n1,5.8,24.4,-4.3,-4.5,-8.2,-4.0,0.7,1.3,-10.3
Cc1nc2ccc(S(=O)(=O)NCC(=O)NCCN3CCCCC3C)cc2s1 (centres undefined),0.1,-12.8,0.0,-0.1,2.1,-0.3,6.0,-5.6,3.1
Cc1ccc(Cn2cc(/C=C/C(=O)O)c(-c3ccccc3)n2)cc1,16.0,4.4,6.8,6.6,10.0,5.5,0.0,-7.7,1.5
CCOC(=O)/C(N=Nc1sc(C(=O)OCC)c(C)c1C(=O)OCC)=C(\C)O,2.7,-11.2,x,x,0.9,4.0,x,3.5,2.0
CC1(C)CC(CC(=O)Nc2ccccn2)C(=O)O1 (centres undefined),9.5,-10.5,-0.2,2.0,6.0,3.5,5.9,-21.0,3.6
CC(Sc1ccccc1)C(=O)NN=C1CCCCCC1 (centres undefined),-29.1,7.9,-0.3,2.6,-4.2,2.1,2.0,7.2,4.0
O=[N+]([O-])c1cc(CN2CCN(c3ccccc3)CC2)c(O)c2ncccc12,7.5,-22.1,6.5,2.5,-0.9,-1.8,10.2,1.0,2.9
N#CCOC(=O)c1sccc1-n1cccc1,-2.9,-3.5,-13.7,11.4,10.1,1.1,9.6,-3.9,-2.2
O=C(NCc1ccc(F)cc1)C1CCN(S(=O)(=O)c2ccc3c(c2)OCCCO3)CC1,4.7,-1.2,2.7,2.2,6.5,-0.6,0.1,-9.8,2.4
O=C(COC(=O)c1cccc([N+](=O)[O-])c1)Nc1ccc(Cl)cn1,9.3,6.3,3.6,1.2,-0.8,-2.6,7.0,4.0,11.4
CCCCN(C(=O)c1cccc(S(=O)(=O)N2CCCC2)c1)c1c(N)n(CCC)c(=O)[nH]c1=O,-6.8,x,1.6,2.8,5.2,-0.5,6.0,1.1,4.3
CCOC(=O)C(NC(C)=O)(OCc1ccccc1)C(F)(F)F (centres undefined),-4.6,-4.7,-2.5,9.8,3.0,-1.9,7.3,9.1,8.1
CCOC(=O)c1cc2ccccc2n1CCN(CC)CC,-6.7,10.2,-2.7,-1.4,0.8,-4.5,-7.9,14.8,4.3
O=C(CSCc1ccccc1)Nc1ccc(F)cc1F,2.9,-3.9,-3.0,1.3,8.3,6.2,4.8,1.4,4.3
CN(CCc1ccccn1)C(=O)Nc1cc(Cl)cc(Cl)c1,19.3,-4.1,-2.6,11.2,-0.9,-0.9,9.2,-2.6,0.5
COc1ccc(C(CNC(=O)C(C)(C)Oc2ccc(Cl)cc2)N2CCCCC2)cc1 (centres undefined),7.2,-0.2,4.4,1.7,7.4,2.3,-1.4,-3.4,-3.3

# Two entries picked at random from those above, as already listed:
SMILES,PREPL inhibitor,EBNA-1 inh,PAFAH2 inh,PAFAH1B2 inh,LYPLA2 counter,LYPLA1 counter,PAFAH1B3 FP inh,ZTA counter,pPAFAH FP inh
N#CCOC(=O)c1sccc1-n1cccc1,-2.9,-3.5,-13.7,11.4,10.1,1.1,9.6,-3.9,-2.2
CC(Sc1ccccc1)C(=O)NN=C1CCCCCC1 (centres undefined),-29.1,7.9,-0.3,2.6,-4.2,2.1,2.0,7.2,4.0

# Next section
SMILES,PREPL inhibitor,EBNA-1 inh,PAFAH2 inh,PAFAH1B2 inh,LYPLA2 counter,LYPLA1 counter,PAFAH1B3 FP inh,ZTA counter,pPAFAH FP inh
COc1ccc(OC)c(NS(=O)(=O)c2ccc(N3CCCC3=O)cc2)c1,7.0,5.9,4.5,-0.2,-0.5,1.1,-2.2,11.7,1.8
CCC(C)c1ccc(NS(=O)(=O)c2c(C)[nH]c(=O)[nH]c2=O)cc1 (centres undefined),-4.5,7.8,0.5,13.4,-3.9,-2.4,-0.1,5.6,4.2
COc1ccc(C2=NN(C(=O)CCC(=O)O)C(c3ccccc3OC)C2)cc1 (centres undefined),-1.9,3.5,-8.6,-6.0,0.7,-4.0,8.7,1.3,0.4
CCn1cc([N+](=O)[O-])c(=O)c2cc(F)c(N3CCOCC3)cc21,13.6,-15.6,-2.9,5.5,-11.2,-2.6,4.8,-10.2,1.6
COc1cccc(CC2(CO)CCCN(Cc3c(C)cc(C)cc3-n3cccn3)C2)c1 (centres undefined),35.4,1.1,-1.8,1.8,-2.1,-3.5,5.0,8.9,-1.1
Cc1cc(Br)ccc1NC(=O)CN(C)C(=O)CSCc1ccccc1,5.7,3.1,4.0,0.3,-6.3,-4.6,-3.0,-6.9,6.5
O=C(COC(=O)CCC(=O)c1cccs1)Nc1cc(S(=O)(=O)N2CCOCC2)ccc1Cl,2.6,5.7,8.4,4.9,0.6,2.1,-3.7,6.3,1.6
N#Cc1cccc(S(=O)(=O)NCC(=O)NCCCc2ccccc2)c1,-8.9,-0.2,-10.2,9.0,2.3,-3.4,1.1,3.8,6.3
CCN(CC)C(=O)COc1coc(CN2CCN(c3ccccc3)CC2)cc1=O,1.6,-0.2,0.8,-1.9,-6.5,-3.8,2.3,11.2,-0.3
Cc1cccc(C(=O)NC2CCN(S(=O)(=O)c3ccccc3F)CC2)c1,-13.1,-7.5,-2.8,1.2,-6.1,-6.8,10.7,2.6,2.5
CCN(CC)CCn1c(NC(=O)c2ccccc2O)nc2ccccc21,-4.9,-0.5,0.1,9.9,-2.9,-3.6,1.4,17.9,5.2
COc1cc(/C=C(\C#N)c2nc3ccc(C)cc3[nH]2)c([N+](=O)[O-])cc1OC,22.4,-5.1,6.3,3.6,0.6,-2.5,6.5,2.7,15.0
COc1ccccc1NC(=S)NC(C)C(c1cccs1)N1CCOCC1 (centres undefined),1.4,1.5,-3.4,5.3,-3.7,-4.1,2.2,13.6,0.6
CN(C(=O)CSc1nnc(-c2ccncc2)n1Cc1ccccc1)C1CCS(=O)(=O)C1 (centres undefined),3.2,10.7,-6.2,2.8,1.3,0.5,2.4,-11.4,3.1

# Only part of the results is shown; rates above refer to the full screens.
